# Source: PubChem BioAssay
# POLH inh – blocks human DNA polymerase eta activity. Q9Y253. recombinant Pol eta, fluorescent DNA replication assay. Potency, µM (highest dose often 114 µM), for the others: at the highest dose activity change, negative = inhibition, most hits filed as inhibitors. 1.2% of 390,000 active. AID 588591; also: % is scaled to controls: 0 for no effect and ±100 for the full control effect
#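 Pol eta at 10 nM preincubated with compounds 15 min at room temperature; reaction started with fluorescent substrate (50 nM final) and read kinetically at 0 and 10 min.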
# G9a inh – inhibitors of human histone lysine methyltransferase G9a; Potency, µM (series often up to 102 µM), without a hit: at the highest dose activity, negative = inhibition, hits mostly inhibitors; G9a H3K9 monomethylation, AlphaScreen, 2 h; 8.8% of 350,000 active; AID 504332; Q96KQ7; also: % is scaled to controls: 0 for no effect and ±100 for the full control effect; nearly all actives have a fitted effect of over 75% in size
#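 Step 1: enzyme (final 20 nM) with compound, 15 min RT. Step 2: substrate peptide 500 nM and SAM 20 uM, 2 h RT. Step 3: anti-H3K9me1 antibody and AlphaScreen beads, 10 min, then plate read.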
# POLI inh – blocks human DNA polymerase iota activity. 1% of 390,000 active. Pol iota fluorescent replication assay, 10 min. AID 588590. Q9UNA4. Potency, µM (titrated, usually from 115 µM), without a hit: at the top dose activity, negative = inhibition, most hits filed as inhibitors
#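 Fluorescent replication assay read twice, at 0 min and 10 min after adding 50 nM (final) substrate. Enzyme (10 nM) and compounds were first incubated 15 min at room temperature; enzyme-free buffer wells were negative controls.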
# JMJD2A Tudor inh – blocks the human JMJD2A Tudor domain | O75164 | AlphaScreen JMJD2A-Tudor / H3K4me3 peptide binding | Potency, µM (series often up to 114 µM), inactives show at the highest dose activity change, negative = inhibition, most hits filed as inhibitors | 4.4% of 390,000 active | AID 504339; also: % is scaled to controls: 0 for no effect and ±100 for the full control effect; nearly all actives have a fitted effect of over 50% in size
# Target sequence (O75164 whole entry, looked up, the tested form may be a part): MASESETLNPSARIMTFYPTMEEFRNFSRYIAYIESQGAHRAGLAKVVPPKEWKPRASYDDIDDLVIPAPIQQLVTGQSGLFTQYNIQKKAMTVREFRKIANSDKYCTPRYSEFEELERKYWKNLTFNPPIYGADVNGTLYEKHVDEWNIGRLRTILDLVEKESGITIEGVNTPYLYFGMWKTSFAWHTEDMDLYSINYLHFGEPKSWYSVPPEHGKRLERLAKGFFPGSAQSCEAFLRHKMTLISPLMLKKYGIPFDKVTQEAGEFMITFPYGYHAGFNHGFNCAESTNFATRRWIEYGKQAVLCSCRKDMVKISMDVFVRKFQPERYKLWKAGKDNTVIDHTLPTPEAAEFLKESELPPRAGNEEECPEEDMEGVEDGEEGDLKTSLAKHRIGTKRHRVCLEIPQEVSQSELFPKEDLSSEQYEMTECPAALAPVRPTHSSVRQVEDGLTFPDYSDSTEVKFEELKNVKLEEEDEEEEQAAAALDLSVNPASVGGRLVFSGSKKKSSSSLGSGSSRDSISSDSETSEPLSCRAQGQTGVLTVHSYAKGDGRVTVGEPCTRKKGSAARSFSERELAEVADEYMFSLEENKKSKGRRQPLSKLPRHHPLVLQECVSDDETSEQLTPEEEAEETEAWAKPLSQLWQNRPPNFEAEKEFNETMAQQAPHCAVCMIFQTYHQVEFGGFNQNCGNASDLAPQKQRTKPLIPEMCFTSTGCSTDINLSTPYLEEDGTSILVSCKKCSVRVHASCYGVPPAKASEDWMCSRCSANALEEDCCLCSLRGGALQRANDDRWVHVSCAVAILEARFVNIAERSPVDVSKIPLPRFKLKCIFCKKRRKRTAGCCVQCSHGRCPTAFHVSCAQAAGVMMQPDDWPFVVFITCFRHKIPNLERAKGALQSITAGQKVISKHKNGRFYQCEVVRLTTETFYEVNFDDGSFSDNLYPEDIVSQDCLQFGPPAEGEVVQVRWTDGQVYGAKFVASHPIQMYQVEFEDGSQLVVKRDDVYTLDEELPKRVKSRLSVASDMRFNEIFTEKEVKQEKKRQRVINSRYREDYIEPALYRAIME
# BAZ2B inh – inhibitors of human BAZ2B bromodomain; AlphaScreen BAZ2B-H3K14Ac peptide displacement; Potency, µM (doses to about 114 µM), inactives show at the top dose activity change, negative = inhibition, most hits filed as inhibitors; 4.4% of 360,000 active; AID 504333; also: % is scaled to controls: 0 for no effect and ±100 for the full control effect; nearly all actives have a fitted effect of over 60% in size
#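 In this displacement format the biotinylated H3(5-23) peptide acetylated at Lys14 serves as ligand at 50 nM, with BAZ2B at 50 nM in PBS pH 7.4 containing 0.01% Tween-20. Donor and acceptor beads are 10 ug/mL final.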
# Pol kappa inh – DNA polymerase kappa (human) inhibition. Q9UBT6. purified Pol kappa, fluorescent DNA synthesis assay, 10 min. Potency, µM (top dose mostly 107 µM), for inactives: top-dose activity, negative = inhibition, actives largely listed as inhibitors. 0.53% of 400,000 active; also: % is scaled to controls: 0 for no effect and ±100 for the full control effect
#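 Kinetic fluorescence screen: compound preincubated 15 min RT with 10 nM enzyme; 50 nM substrate (final) initiates; reads at 0/10 min.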
# BLM helicase inh – inhibitors of human Bloom syndrome helicase BLM; Potency, µM (series often up to 56.1 µM), for inactives: at the highest dose activity change, negative = inhibition, usual class: inhibitors; recombinant BLM DNA unwinding, fluorescence dequenching; P54132; 0.2% of 350,000 active;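 also: plate controls were vehicle for no effect and no enzyme for full effect; nearly all actives have a fitted effect of over 35% in size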
# APE1 inh – inhibitors of human APE1 endonuclease; recombinant APE1, TAMRA/BHQ-2 abasic DNA cleavage fluorescence; Potency, µM (series often up to 65.8 µM), without a hit: at the top dose activity change, negative = inhibition, usual class: inhibitors; 0.35% of 350,000 active; AID 2517;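 also: plate controls were vehicle for no effect and reference inhibitor for full effect; nearly all actives have a fitted effect of over 55% in size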
#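 Step 1: APE1 (0.75 nM) with compound, 15 min RT. Step 2: add 50 nM fluorophore/quencher THF duplex. Step 3: three fluorescence reads 60 s apart (525/598 nm); read 3 minus read 1 = reaction progress.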
# Pol beta inh – DNA polymerase beta (human) inhibition; P06746; Potency, µM (highest dose often 114 µM), for the others: top-dose activity change, negative = inhibition, most hits filed as inhibitors; AID 485314; Pol beta primer extension/strand displacement, fluorescence kinetic; 1.3% of 340,000 active; also: % is scaled to controls: 0 for no effect and ±100 for the full control effect
#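 Reaction started by 50 nM substrate onto compound-treated Pol beta (10 nM, 15 min preincubation, room temperature); plates read at 0 min and 10 min. Normalized concentration-effect data fitted by four-parameter Hill equation.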
# An asterisk follows results filed as active; ? = inconclusive; nt = no result given; [ ] = dose if it differs, or a comment. Calls follow the shape of the dose curve; as a rule, active = well fitted curve in the direction sought with a large enough effect; inconclusive = small, poorly fitted or top-dose-only effect, or another doubt; inactive = no such curve, though single readings can be large; an effect the other way counts as inactive or inconclusive. Potency is read from the fitted curve at half-maximal effect. Not all compounds are listed (hit frequency here may not be typical).
smiles | POLH inh | G9a inh | POLI inh | JMJD2A Tudor inh | BAZ2B inh | Pol kappa inh | BLM helicase inh | APE1 inh | Pol beta inh
Cc1ccc2cc(CCNC(=O)c3ccc4c(c3)OCO4)c(=O)[nH]c2c1C | -20% | 12%[59 µM] | 18% | -20% | 12% | -3% | 5% | -1% | -9%
CCCn1c(=O)c(C(=O)NNS(=O)(=O)c2ccc(NC(=O)OC)cc2)c(O)c2ccccc21 | -12% | 6%[59 µM] | -12% | -26% | 0% | -9% | -13% | 23%[12.4 µM] | 1%
COc1ccc(S(=O)(=O)NCc2cccnc2)cc1Br | -1% | -2% | 22% | 2% | 5% | -2% | 0% | 18% | 2%
COc1ccc(S(=O)(=O)N2CCOCC2)cc1NC(=O)CCNC(=O)c1ccc(Br)cc1 | -19% | 16µM* | 39%[activator] | -14% | 1% | -7% | nt | 7% | nt
C=CCNC(=O)CN1CCC(c2nc3ccccc3[nH]2)CC1 | -2% | -7%[0.501 µM] | -1% | -14% | -4% | -12% | -2% | -5% | 32%
O=[N+]([O-])c1cc(C(F)(F)F)cc([N+](=O)[O-])c1NN=C1CCCCC1 | -5% | 10µM* | ? | 22µM* | 11µM* | -34% | -9% | -11% | ?
O=C(O)c1cccc(NS(=O)(=O)c2ccc(NC(=O)c3ccco3)cc2)c1 | 28µM* | ? | 6% | -2% | -19% | -20% | -4% | 3% | -23%
O=C(CCCOc1ccc(Cl)cc1Cl)NNC(=O)c1ccc(NC(=O)c2ccccc2)cc1 | ? | ? | 9% | ? | -33% | -9% | -14% | 6% | ?
CN(C(=O)COc1ncnc2c1cnn2-c1ccccc1)C1CCCCC1 | -22% | 25%[0.0925 µM] | 101%[activator] | 10% | 2% | -2% | -5% | -2% | 2%
COc1ccc(OC)c(C(=O)CN2C(=O)NC(C)(c3ccccc3)C2=O)c1 (stereo not given) | -12% | -4% | 16% | -14%[57.1 µM] | -4% | -6% | 0% | -6% | 21%
COc1cccc(OC)c1OCCN(C)C | -3% | ? | 11% | 1µM* | 35µM* | -7% | 1% | 7% | -18%
NCCCCCCNS(=O)(=O)c1cccc2ccccc12 | nt | nt | 13% | nt | nt | -7% | -5% | -7% | nt
O=C(Cc1cccs1)N/N=C/C(Cl)=C/c1ccccc1 | -11% | 5%[59 µM] | 68%[activator] | -11% | -5% | -7% | 0% | 3% | -13%
C/C=C/C(=O)OCC(=O)Nc1nc2ccc(C)cc2s1 | -11% | 6% | 11% | -4% | -4% | -9% | 1% | -2% | 6%
Cc1ccc(CNC(N)=S)cc1 | 0% | -26%[59 µM] | 5% | -12% | -2% | -14% | -3% | 14% | 22%
COc1cc(C)ccc1Oc1nc(-c2ccccc2O)nc2ccccc12 | -1% | 10% | -6% | -8% | -15% | -11% | 2% | -14% | 9%
O=C(CN1CCCCC1)N1CCc2ccccc21 | -17% | 12% | 29% | -17% | 6% | -2% | -2% | 17% | 53%
CCOC(=O)[C@@H]1[C@H]2COc3ccc(Br)cc3[C@H]2N2C(=O)N(c3ccc(Br)cc3)C(=O)[C@]12C | -6% | nt | -5% | -19% | -11% | -10% | -5% | -8% | 62%
CCOC(=O)c1c(C)c(C(=O)Nc2ccc(N(C)C)cc2)c(C)n1CC | -2% | 2µM* | 47%[activator] | ? | ? | -7% | -3% | 3% | 9%
Cc1c(NC(=O)c2cc3c(s2)CCCC3)c(=O)n(-c2ccccc2)n1C | -19% | nt | 28% | -18% | 2% | -2% | -6% | 3% | 38%
CN1C(=O)CC(C(=O)O)SC1=Nc1cc(Cl)cc(Cl)c1 (stereo not given) | 2% | ? | 5% | -7% | 9% | -9% | -10% | -4% | 3%
COc1ccc(/C=N/Nc2nc(N3CCCC3)nc(N3CCCC3)n2)c(OC)c1OC | -21% | 3%[59 µM] | 18% | -2% | -7% | -8% | -2% | -11% | 9%
O=C(c1cc(S(=O)(=O)N2CCOCC2)ccc1Cl)N1CCOCC1 | -9% | 6% | 7% | -10% | -5% | 1% | -1% | 13% | -14%
CCc1cc(CNC(=O)c2ccc3nc(Cc4ccc(OC)c(OC)c4)oc3c2)on1 | 0% | nt | -6% | -11% | -5% | -10% | 0% | 0% | 2%
CCN(CC)S(=O)(=O)c1ccc2oc(Nc3ccc(OC)cc3OC)nc2c1 | -10% | -7% | 83%[activator] | -17% | ? | -9% | -12% | -8% | -2%
Cc1cccn2c(=O)c3cc(C(=O)N4CCN(C(=O)c5ccco5)CC4)n(C)c3nc12 | ? | 17% | 44%[activator] | ? | -23% | -16% | 2% | -10% | -11%
CCOC(=O)c1cnc(-n2nc(C)cc2C)nc1NCCc1ccccc1 | -26% | 6% | 21% | -20% | 9% | -16% | -3% | 0% | 3%
Cc1ccsc1/C=N/NC(=O)CO | -15% | -23% | -14% | -12% | -17% | 11% | 2% | ? | 14%
CCc1ccc(N2C(=O)CN(Cc3cccs3)C2=S)cc1 | -6% | -26% | 157%[activator] | -12% | -5% | -19% | -6% | -2% | 26%
Nc1nc(SCC(=O)O)[nH]c(=O)c1NC(=O)c1ccccc1F | -5% | -28% | 62%[activator] | -9% | -31% | -3% | 2% | 3% | -1%
CC(C)(C)C(=O)OCc1cc(=O)n2nc(C3CC3)sc2n1 | -2% | 13%[59 µM] | 37%[activator] | -20% | -7% | 15% | -5% | nt | 33%
Cc1ccc(C2(C)CC(C)(C)N(C(=O)CSc3nnc(C)s3)c3ccccc32)cc1 (stereo not given) | -18% | -5%[59 µM] | 125%[activator] | -14% | 3% | -12% | -9% | 5% | 2%
O=S1(=O)N=CN(Cc2cccc(F)c2)c2ccccc21 | -4% | -21% | -10% | -18% | 1% | -9% | -1% | -2% | 40%
COc1ccccc1C(=O)O/N=C(/C)c1ccc(N2C(=O)C3CCCCC3C2=O)cc1 (stereo not given) | -6% | -2%[12.7 µM] | 1% | -10% | -34% | -2% | -6% | -3% | 5%
O=S(=O)(c1ccc2nc(SCc3ccc(Cl)cc3)[nH]c2c1)N1CCOCC1 | -12% | ? | -2% | -29% | -37% | -7% | -5% | 8% | -22%
CN(CC(=O)NC(=O)NC1CCCCC1)CC(=O)Nc1ccc(OC(F)(F)F)cc1 | -16% | ? | 3% | -23% | 4% | -18% | nt | -12% | nt
O=c1c2[nH]c3ccccc3c2nc(SCc2cccc(F)c2)n1-c1ccccc1 | -10% | 0%[59 µM] | 10% | -4% | -2% | -3%[60.1 µM] | -1% | nt | 0%
COc1ccc(-n2nc(C)c3c(C(F)(F)F)cc(-c4cccnc4)nc32)cc1 | -15% | 8%[59 µM] | 4% | 14% | 0% | -7% | -1% | nt | 3%
CCOC(=O)c1ccccc1NC(=O)CSc1nnc(C(C)C)n1CC | 0% | 17%[59 µM] | 3% | 2% | 4% | -11% | -12% | -2% | 10%
COC(=O)[C@@]1(C)[C@H]2C(=O)N(Cc3ccccc3)C(=O)[C@H]2[C@H]2CN=C(SCC(=O)c3ccccc3)N21 | -16% | nt | ? | -20% | nt | 0% | nt | 19% | nt
C#CCOCCOCCOCCNc1nc(N2CCN(C(=O)CCCCCCCCCCNC(=O)[C@H](CCCCN)n3cc(C)nn3)CC2)nc(N2CCN(C(=O)CCCCCCCCCCNC(=O)[C@@H]([C@H](C)O)n3cc(C)nn3)CC2)n1 | -21% | -4%[2.33 µM] | ? | 56µM* | -37% | -7% | nt | 28% | nt
Cc1occc1C(=O)NNC(=O)Cc1ccccc1 | -2% | 0.2µM* | 17% | -8% | 1% | 0% | 2% | 3% | 22%
O=C(CCC(=O)N1Cc2ccccc2Oc2ncccc21)NCc1ccccc1Cl | -7% | -16%[59 µM] | ? | -6% | -16%[57.1 µM] | -1% | 3% | nt | 9%
COc1ccc(NC(=S)NCCc2ccc(F)cc2)c(OC)c1 | -11% | 8%[59 µM] | 22% | -32% | ? | -6% | 0% | 4% | 85%
CCCCOc1ccc(C2=NC(c3cccs3)=Nc3ccc(OC)cc3N2)cc1 | nt | ? | 36%[activator] | 40µM* | ? | -1% | -8% | nt | 9%
COc1ccc2cc3cc(C(=O)N4CCN(c5ccccc5)CC4)oc3nc2c1 | 1% | 17% | 18% | -11%[57.1 µM] | 5% | -9% | 2% | 1% | -9%
CC(C)NC(=O)c1[nH]nc2c1CCc1ccccc1-2 | -14% | -1% | ? | -5% | 4% | 6% | -6% | -4% | 62%
c1ccc(CSc2ncnc3c2ncn3C2CCCCO2)cc1 (stereo not given) | -9% | nt | 17% | 4% | nt | -5% | nt | nt | nt
O=C(NCCN1CCN(C(=O)c2cccc(Br)c2)CC1)C(=O)NCc1ccccc1 | -3% | 1% | 7% | -11% | -14% | -5% | -3% | 23% | 12%
Cc1ccccc1NC(=S)N=Nc1c(O)n(C)c2ccc(S(=O)(=O)N3CCOCC3)cc12 | -12% | ? | 44% | -17% | -9% | -5% | 3% | 3% | 0%
COc1cccc(CC(=O)Nc2nc(C)cs2)c1 | -4% | -2% | 17% | -19% | -21% | -8% | -4% | 2% | -22%
COc1cccc(-c2nc(-c3ccccc3)nc(N3CCN(C)CC3)c2C#N)c1 | -5% | 50µM* | 37% | 56µM* | ? | -1% | -1% | -5% | 2%
O=C(Nc1ccc2[nH]ccc2c1)c1ccccc1 | -6% | ? | 41%[activator] | -24% | -20% | -13% | -1% | ? | 32%
COCCSc1nnc(NC(=O)CCS(=O)(=O)c2ccccc2)s1 | -8% | 19% | 57%[activator] | 4% | -2% | -13% | -2% | 6% | 47%
O=C(Cn1c(=O)sc2ccccc21)Nc1ccc(S(=O)(=O)N2CCCC2)cc1 | -13% | -49%[59 µM] | 4% | -9% | -3% | 3% | -6% | 0% | -6%
CCCc1noc(-c2ccc(N3CCCCC3)c([N+](=O)[O-])c2)n1 | -3% | -28%[59 µM] | 8% | -14% | -12% | -7% | -1% | nt | 3%
O=C(/C=C/c1ccco1)N(Cc1cccc(F)c1)C1CCS(=O)(=O)C1 (stereo not given) | ? | 40µM* | ? | -24% | -26% | -28% | -6% | 24% | -17%

# Structures shown so far that have a nitro group on carbon, in the order listed:
smiles | POLH inh | G9a inh | POLI inh | JMJD2A Tudor inh | BAZ2B inh | Pol kappa inh | BLM helicase inh | APE1 inh | Pol beta inh
O=[N+]([O-])c1cc(C(F)(F)F)cc([N+](=O)[O-])c1NN=C1CCCCC1 | -5% | 10µM* | ? | 22µM* | 11µM* | -34% | -9% | -11% | ?
CCCc1noc(-c2ccc(N3CCCCC3)c([N+](=O)[O-])c2)n1 | -3% | -28%[59 µM] | 8% | -14% | -12% | -7% | -1% | nt | 3%
